Screens (PubChem BioAssay)
Yeast tox: yeast growth toxicity, wild-type and mutant, primary screen, cytotoxicity control for eIF2B function restoration project, wild-type and eIF2Bepsilon R284H mutant, A595 | S. cerevisiae wild-type growth, A595 turbidity, 16 h | growth inhibition, % at 25 µM (by protocol) | 0.3% of 30,000 active | AID 685, 2007;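 active = mutant and wild-type yeast strains alike exhibit over 30% growth inhibition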;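 also: 0% = untreated cell controls and 100% = YPD media blanks without cells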
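Test system: Wild-type and eIF2Bepsilon-R284H mutant S. cerevisiae, screened separately | Dosing: Single 25 µM compound dose in 0.2% DMSO | Schedule: 16 h compound exposure during growth at 30 °C | Detection: A595 turbidity | Evaluation: Growth inhibition (%) versus cell controls and blanks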
Yeast eIF2B: GCN4-lacZ reporter reduction in eIF2B-epsilon mutant yeast, primary screen, S. cerevisiae, eIF2B-epsilon R284H, Beta-Glo luminescence. inhibition, % at 25 µM (by protocol). 0.91% of 27,000 active;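 active = mutant luminescence inhibited past about 50% while wild type luminescence and mutant growth stay under set limits, limit read from the data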; also: some compounds called inactive have numbers as strong as hits
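Times: 16 h growth with compound at 30 °C, 90 min Beta-Glo step; Assay system: yeast eIF2B-epsilon R284H mutant carrying GCN4–beta-galactosidase fusion; Measure: % inhibition of reporter signal and growth versus controls; Dosing: one concentration, 25 µM, 0.25% DMSO; Buffer or medium: YPD yeast growth medium; Measured by: Beta-Glo luminescence plus absorbance at 595 nm.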
Yeast tox inhibition %: further read-out of Yeast tox, marked with its call; growth inhibition, %; S. cerevisiae eIF2Bepsilon-R284H mutant growth, A595 turbidity, 16 h;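 each compound tested once at 25 µM; 0% equals untreated cells and 100% equals cell-free medium blanks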
Yeast eIF2B mutant toxicity: further read-out of Yeast eIF2B, marked with its call; growth inhibition, %; measured here: mutant yeast growth, toxicity;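 each compound tested once at 25 µM; zero equals untreated control growth and 100 equals blank medium absorbance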
The depositor's hits bear a star; . = no result given. Some of the compounds tested; the hit share may differ from the screen's.

SMILES	Yeast tox	Yeast tox inhibition %	Yeast eIF2B	Yeast eIF2B mutant toxicity
CC(=O)C1=C(O)C(=O)N(Cc2cccnc2)C1c1ccc(Cl)cc1 (configuration not stated)	.	.	4	.
COc1cc(Cl)c(C)cc1NC(=O)CSc1nnc(-c2ccccn2)n1Cc1ccco1	-46	-29	30	-29
COc1ccc2c(CC(=O)NCc3ccc4c(c3)OCO4)coc2c1	20	15	2	15
CCOC(NC(=O)c1ccccc1)C(NC(=O)c1ccccc1)OCC (configuration not stated)	35	0	17	.
CCCCSc1nnc(-c2ccc(C)cc2)o1	23	6	8	6
CCC1CCCCN1CCCNC(=O)CNC(=O)Cn1ccc2ccccc2c1=O (configuration not stated)	13	-14	22	-14
CCOc1cc(C2C(C(=O)N3CCOCC3)=C(C)NC3=C2C(=O)CCC3)ccc1O (configuration not stated)	27	15	15	15
Cc1ccc(N2C(N)=C(C#N)C(c3cccnc3)C3=C2CC(C)(C)CC3=O)cc1 (configuration not stated)	-16	-29	0	-29
Cc1ccc(C(=O)Nc2ccc(O)cc2C(=O)O)cc1	10	6	19	6
N#C/C(=C\c1ccc(-c2cccc(Cl)c2)o1)C(=O)Nc1cccc2cccnc12	9	-3	.	.
NC1=NC2(CCCCC2)N(c2cccc(Cl)c2)C(N)=N1	29	17	.	.
COc1ccc(-c2nnc3ccc(SC)nn23)cc1	11	-7	7	-7

Random excerpt: 4 entries already listed
SMILES	Yeast tox	Yeast tox inhibition %	Yeast eIF2B	Yeast eIF2B mutant toxicity
CCC1CCCCN1CCCNC(=O)CNC(=O)Cn1ccc2ccccc2c1=O (configuration not stated)	13	-14	22	-14
NC1=NC2(CCCCC2)N(c2cccc(Cl)c2)C(N)=N1	29	17	.	.
COc1ccc(-c2nnc3ccc(SC)nn23)cc1	11	-7	7	-7
Cc1ccc(C(=O)Nc2ccc(O)cc2C(=O)O)cc1	10	6	19	6

More compounds follow:
SMILES	Yeast tox	Yeast tox inhibition %	Yeast eIF2B	Yeast eIF2B mutant toxicity
CCOC(=O)CSc1nc2sccc2c(=O)[nH]1	13	11	20	11
Cc1nc2nc(C)c(CCC(=O)NC(C)c3ccc4c(c3)OCCO4)c(C)n2n1 (configuration not stated)	4	21	19	21
Cc1nnc(SCC(C)C)[nH]c1=O	3	-45	-4	-45
O=C(Nc1ccc(-c2nnc3n2CCCCC3)cc1)c1cnccn1	0	0	18	.
COc1cc(NC(=O)c2ccco2)ccc1NC(=O)c1ccccc1Cl	0	17	-16	17
Cc1ccc2nc(N3CCC(C(=O)O)CC3)nc(-c3ccccc3)c2c1	12	8	22	8
C=C1c2cc(C)ccc2NC(=O)N1c1ccc(C)cc1	11	16	.	.
CCOC(=O)N1CCN(C(=O)Cc2ccc(Cl)cc2)CC1	5	-4	23	-4
COc1cccc(-c2noc(-c3cccnc3)n2)c1	6	-15	21	-15
CN=C1SC(CC(=O)Nc2sc(C)c(C)c2C(=O)OC)C(=O)N1C (configuration not stated)	-44	-18	0	-18
C=C(C)CSc1nnc(-c2cc(OC)c(OC)c(OC)c2)n1N	0	-26	21	-26
O=C(COc1ccccc1)Nc1ccc(S(=O)(=O)N2CCCCCC2)cc1	26	19	18	19
C=CCOC(=O)CCP(=O)(CCC(=O)OCC=C)c1ccccc1	21	21	22	21
COc1ccc(-c2nc(Cc3ccc(Cl)cc3)no2)cc1OC	35	11	.	.
O=C(C1CC1)N1CCC(c2nc(-c3ccc(S(=O)(=O)N4CCCC4)cc3)no2)CC1	17	-6	27	-6
CCOC(=O)C1(Cc2ccccc2)NC(c2ccccc2F)C2C(=O)N(CC)C(=O)C21 (configuration not stated)	-3	-4	15	-4
Cc1cccc(C)c1OCC(O)CNC(C)(C)C (configuration not stated)	-2	2	-65	2
CC(C)(C)c1cn(-c2ccc(F)cc2)c(=S)[nH]1	12	-10	22	-10
C[C@H](NC(=O)NC1CCCc2ccccc21)C(=O)O (some centres not stated)	-1	22	.	.
CCc1nc2sc3c(c2c(=O)n1N)CCC3	-3	10	13	10
CCOC(=O)COn1c(=O)c(-c2cccs2)[n+]([O-])c2ccccc21	16	3	-6	3
CCN(CC)CCCn1c(C)cc2c(c1=O)C(c1cc(OC)c(OC)cc1OC)C(C#N)=C(N)O2 (configuration not stated)	18	16	12	16
COC(=O)c1cc2oc(C)cc2n1CC(=O)Nc1ccc(C)c(C)c1	0	-12	22	-12
O=C(Nc1ccc2c(c1)OCCO2)C1CCN(S(=O)(=O)c2cccc3nsnc23)CC1	0	-11	21	-11
O=C(c1cccc(F)c1)N1CCN(CC2CC3C=CC2C3)CC1 (configuration not stated)	10	-10	.	.
COc1ccccc1NC1=NC(c2ccc(Cl)cc2)N=C(N)N1 (configuration not stated)	2	12	14	12
CCc1ccc2c(c1)C1(NN=C(c3ccccc3)S1)C(=O)N2 (configuration not stated)	16	-44	-25	-44
COCCNC(=O)c1ccc(NS(=O)(=O)c2cc(C)ccc2C)cc1	4	-19	17	-19
Cc1c(C#N)c2ccccc2n1CC(=O)NC(C)c1ccccc1 (configuration not stated)	20	9	.	.
COc1cc(OC)c(NC(=O)CCc2ccccc2)cc1Cl	12	13	.	.
O=C(Nc1ccc2c(c1)OCO2)N1CCN(S(=O)(=O)c2ccc(Cl)cc2)CC1	2	-10	-10	-10
COCCNC(=O)C(C)OC(=O)c1cc2occc2n1C (configuration not stated)	17	15	25	15
COc1cccc(-c2nnc(SCC(=O)Nc3cc(C)ccc3OC)n2N)c1	2	-8	17	-8
COc1ccc(-c2nnc(SCC(=O)/C(C#N)=C(\C)N)o2)cc1	-4	0	15	.
O=C(CCN1CCCC1)Nc1ccccc1	13	17	0	17
Cc1ccc(NC(=O)N2CCC(C(=O)NCc3ccccc3)CC2)cc1	16	31	30	31
CCN1C(=O)C2(C(C#N)=C(N)Oc3n[nH]c(COC)c32)c2ccccc21 (configuration not stated)	-7	-11	.	.
CCOc1nc(Nc2ccc(-c3nc4ccccc4o3)cc2)nc(N2CCOCC2)n1	-41	-12	-9	-12
COc1ccc(-c2csc(C)n2)cc1	5	8	9	8
COc1ccc(N2CCN(c3ncnc4c3cnn4-c3ccc(C)cc3C)CC2)cc1	-15	-29	-16	-29
CC(C)(C)c1nc2scc(-c3cccs3)c2c(=O)o1	25	8	-6	8
CSc1ccc(S(=O)(=O)NCCSC(C)(C)C)cc1	11	6	11	6
O=C(Nc1ccc2c(c1)OCCO2)c1cc2sccc2n1Cc1ccccc1	-1	-2	9	-2
O=C(NCc1ccccc1Cl)c1cnn2cccnc12	6	-19	-14	-19
CC(C)N(C(=O)CSc1nc2ccccc2n1Cc1ccc(F)cc1)C(C)C	-1	-3	.	.
Cc1cc(C)c(C(N)=O)c(Nc2cccc(Cl)c2C)n1	-3	-8	20	-8
COc1ccc(OC)c(N(CC(=O)N2CCN(c3cc(Cl)ccc3C)CC2)S(C)(=O)=O)c1	0	35	-4	35
O=C(C/C=N\OCc1c(Cl)cccc1Cl)Oc1ccc(Cl)cc1Cl	18	8	23	8

Copied from the list.
Yeast eIF2B, C=CCOC(=O)CCP(=O)(CCC(=O)OCC=C)c1ccccc1 reads 22
Yeast tox, C[C@H](NC(=O)NC1CCCc2ccccc21)C(=O)O (some centres not stated) reads -1
Yeast eIF2B, COCCNC(=O)c1ccc(NS(=O)(=O)c2cc(C)ccc2C)cc1 reads 17

The listing continues:
SMILES	Yeast tox	Yeast tox inhibition %	Yeast eIF2B	Yeast eIF2B mutant toxicity
CCCC(CCC)C(=O)Nc1cccc(C(=O)O)c1	19	6	20	6
O=C(NCc1ccncc1)C12CC3CC(CC(C3)C1)C2	20	20	18	20
CCOc1ccccc1CNn1nnnc1N	14	11	-27	11
Cc1csc2ncc(C(=O)NCc3ccco3)c(=O)n12	4	-8	-22	-8
CCCc1n[nH]c2c1/C(=N\O)CCC2	6	3	-9	3
CCOC(=O)C(NC(=O)c1ccc(OC)cc1)(OCC1(CC)COC1)C(F)(F)F (configuration not stated)	-17	-5	20	-5
O=C(Nc1ccccc1)N1CCCN(Cc2ccccc2F)C1	47	-11	13	-11
O=C(Nc1nn(Cc2ccccc2F)cc1Br)c1cccs1	-10	0	38	.
Fc1cccc2sc(Nc3nnc(-c4ccccc4)o3)nc12	18	0	20	.
CC(=O)Nc1nc(CC(C)C)cc(-c2ccco2)c1C#N	-10	-30	.	.
CC(C)c1nnc(NC(=O)c2cnccn2)s1	.	.	2	.
CC(C)(C)c1nn(-c2ccccc2)c2[nH]c(=O)c(CNCc3ccc4c(c3)OCO4)cc12	25	8	4	8
COc1cccc(N2CCN(C3OC(=O)c4ccccc43)CC2)c1 (configuration not stated)	-10	10	7	10
Cc1ccc(N2CCN(S(=O)(=O)c3ccc4c(c3)n(C)c(=O)c(=O)n4C)CC2C)cc1 (configuration not stated)	0	0	17	.
c1c2c(cc3sc(N4CCCCC4)nc13)OCO2	19	4	41	4
COc1ccccc1NC(=O)COc1ccc(C(=O)OCC(=O)N2CCCC2=O)cc1OC	-21	-12	16	-12
C(#CCN1CCOCC1)COC(c1ccccc1)c1ccccc1	-1	4	30	4
O=C(Nc1nncs1)Oc1ccccc1	3	12	10	12
Cc1csc2nc3ccccc3c(=O)n12	.	.	7	.
CC(C)OCC(O)CS(=O)Cc1ccccc1 (configuration not stated)	17	10	12	10
CCCCCCC(=O)Nc1c(O)c2ccccc2[nH]c1=O	12	-4	9	-4
Cc1cc(NC(=O)C(C)Oc2ccc(Cl)cc2Cl)n(-c2ccccc2)n1 (configuration not stated)	-1	22	15	22
CS(=O)(=O)c1nc2ccccc2n1Cc1ccccc1	30	-10	35	-10
COC(=O)c1cc2occc2n1CC(=O)Nc1ccc(OC)c(OC)c1	-2	4	60*	.

Exported with two lines to a compound: part of the list above.
Results follow in this order: Yeast tox | Yeast tox inhibition % | Yeast eIF2B | Yeast eIF2B mutant toxicity
- Cc1csc2nc3ccccc3c(=O)n12
    . | . | 7 | .
- COC(=O)c1cc2occc2n1CC(=O)Nc1ccc(OC)c(OC)c1
    -2 | 4 | 60* | .
- O=C(Nc1nncs1)Oc1ccccc1
    3 | 12 | 10 | 12
- COc1cccc(N2CCN(C3OC(=O)c4ccccc43)CC2)c1 (configuration not stated)
    -10 | 10 | 7 | 10
- Cc1ccc(N2CCN(S(=O)(=O)c3ccc4c(c3)n(C)c(=O)c(=O)n4C)CC2C)cc1 (configuration not stated)
    0 | 0 | 17 | .
- C(#CCN1CCOCC1)COC(c1ccccc1)c1ccccc1
    -1 | 4 | 30 | 4
- COc1ccccc1NC(=O)COc1ccc(C(=O)OCC(=O)N2CCCC2=O)cc1OC
    -21 | -12 | 16 | -12

(listing goes on)
SMILES	Yeast tox	Yeast tox inhibition %	Yeast eIF2B	Yeast eIF2B mutant toxicity
O=C(OCCCCN1C(=O)c2ccccc2C1=O)c1ccc(Br)o1	19	25	8	25
O=C(CNC(=O)c1cccs1)OCC(=O)c1ccc2ccccc2c1	21	0	16	.
COC(=O)/C(=C\Nc1ccccc1N)c1ncc(C(F)(F)F)cc1Cl	7	8	6	8
CCC(C)NC(=O)c1cc2cc3ccc(OC)cc3nc2s1 (configuration not stated)	34	6	.	.
Cc1ccc(S(=O)(=O)Cc2cccc(C(=O)N3CCOCC3)c2)cc1	8	-13	-3	-13
Cc1cccnc1NC1OC(=O)c2ccccc21 (configuration not stated)	28	0	23	.
NC(=S)Nc1nc2ccccc2[nH]c1=O	16	21	.	.
Cc1cc(C)c(C(=O)c2ccc(C(=O)NC(C)(C)C)cc2)c(C)c1	6	11	-19	11
O=C(CC1CCCCC1)Nc1c2c(nn1-c1ccc(F)cc1)CS(=O)(=O)C2	3	3	10	3
COc1ccccc1OCc1nc2c3c(-c4ccccc4)c(-c4ccccc4)oc3ncn2n1	7	3	19	3
COCCNCC(=O)NCC12CC3CC(CC(C3)C1)C2	16	22	9	22
C=CCNC(=O)c1ccccc1NS(=O)(=O)c1ccccc1	.	.	24	.
O=C(NC1=NCCS1)c1cccc(S(=O)(=O)N2CCCCC2)c1	-13	-7	7	-7
CCN(CC)C(=O)CSc1nnc(-c2ccccc2)n1-c1ccccc1	-9	0	60	.
C=CCn1c(SCCOc2ccccc2)nnc1C(C)NC(=O)c1ccccc1 (configuration not stated)	0	3	27	3
O=c1c2ccccc2ncn1C1CCCCC1	1	-27	2	-27
COCCCNC(=O)CCc1ccc(S(=O)(=O)Nc2ccc(C)cc2)cc1	10	15	.	.
COCCCn1c(SCc2nnc(-c3ccc(OC)c(OC)c3)o2)nnc1-c1ccncc1	.	.	-7	.
COC(=O)c1ccccc1NC(=O)Cn1cnc2c(cnn2-c2ccccc2)c1=O	-27	-19	-1	-19
CC(=O)N1CCN(c2ccc(Oc3nc(-c4ccccc4)nc4ccccc34)cc2)CC1	-35	-7	12	-7
Cc1cccc(-c2nnc3sc(-c4ccccc4)nn23)c1	-7	-45	17	-45
CCCCN(C)CCNC(=O)c1c[nH]c2ccc(S(=O)(=O)N(CC)CC)cc2c1=O	-16	8	4	8
COc1cccc(N2C(=O)CC(N3CCC(c4nc5ccccc5[nH]4)CC3)C2=O)c1 (configuration not stated)	-5	0	20	.
